NCI-60 one-dose screen, 48 h, at 10 µM unless noted. Numbers give growth in % (100 = growth as untreated, 0 = no growth, -100 = all killed).
NCI-H322M: NCI-H322M lung cancer; 2.7% of 80,000 active; AID 1794733
SK-OV-3: SK-OV-3 ovarian cancer cells; 3.2% of 80,000 active
NCI-H23: NCI-H23 lung cancer | 4% of 80,000 active
NCI/ADR-RES: NCI/ADR-RES ovarian cells; AID 1794790; 4.4% of 81,000 active
NCI-H226: NCI-H226 lung cancer; 3.5% of 79,000 active
NCI-H522: NCI-H522 lung cancer; 8% of 78,000 active
NCI-H460: NCI-H460 lung cancer. 6.8% of 82,000 active. AID 1794736
IGROV1: IGROV1 ovarian cancer | 4.7% of 79,000 active
OVCAR-4: OVCAR-4 ovarian cancer cells; 3.7% of 80,000 active; AID 1794784
An asterisk follows results filed as active; . = not tested or not shown; [ ] = remark or other dose. The calls were made as follows: active = growth percent below 10; inactive = the rest.

# | SMILES | NCI-H322M | SK-OV-3 | NCI-H23 | NCI/ADR-RES | NCI-H226
1 | CCOC(=O)C(CCC(C)C)C(=O)OCC | 112 | 106 | 103 | 108 | 98
2 | C(#Cc1ccccc1)COCC1CO1 (stereo unspecified) | 84 | 122 | 89 | 91 | 88
3 | C1=Cc2ccccc2N(c2nnc(Cc3ccccc3)o2)c2ccccc21 | 100 | 100 | 95 | 83 | 95
4 | N=C(N)c1ccc(-c2ccc(-c3ccc(F)cc3)s2)cc1 | -91* | -80* | -92* | -77* | -77*
5 | O=C(O)[C@@H]1CCCC[C@@H]1Cl | 93 | 103 | 105 | 106 | 105
6 | CCCCCc1ccc(S(=O)(=O)N(C(C)=O)c2cc(-c3csc(N(C)C(C)=O)n3)ccc2N2CCN(C)CC2)cc1 | 56 | 96 | 44 | 48 | 72
7 | COc1cc(N=Nc2cc(S(=O)(=O)O)cc3cc(S(=O)(=O)O)cc(O)c23)c(C)cc1N=Nc1c(S(=O)(=O)O)cc2cc(Nc3ccccc3)ccc2c1O | 94 | 102 | 100 | 110 | 114
8 | COc1ccc(Cn2cc(C(=O)Nc3cccnc3Nc3ccc(OC)cc3OC)nn2)cc1 | 105 | 111 | 91 | 88 | 98
9 | COC(=O)C(N)CSCc1ccccc1 (stereo unspecified) | 106 | 97 | 108 | . | 104
10 | N#CCCOC1C(OCCC#N)C(OCCC#N)C(OCCC#N)C(OCCC#N)C1OCCC#N (stereo unspecified) | 103 | 106 | 103 | 109 | 104

# | NCI-H522 | NCI-H460 | IGROV1 | OVCAR-4
1 | . | 106 | 102 | 107
2 | 68 | 110 | 66 | 81
3 | 83 | 104 | 89 | 88
4 | -59* | -89* | -70* | -71*
5 | . | 108 | 120 | 109
6 | 55 | -42* | 68 | 62
7 | 80 | 106 | 97 | 98
8 | 99 | 105 | 112 | 95
9 | . | 109 | 114 | 111
10 | 90 | 114 | 116 | 125

# | SMILES | NCI-H322M | SK-OV-3 | NCI-H23 | NCI/ADR-RES | NCI-H226
11 | C=CCc1cccc(C)c1O | 103 | 107 | 101 | 106 | 111
12 | c1ccc(-c2cnc3ccccc3n2)cc1 | 100 | 102 | 95 | 102 | 104
13 | C=C(C=O)[C@@H]1CC[C@]2(CN)CC[C@]3(C)[C@H](CC[C@@H]4[C@@]5(C)CCCNC(C)(C)[C@@H]5CC[C@]43C)[C@@H]12 | 48 | 128 | 100 | 107 | 98
14 | O=C(Cn1cc(CO)nn1)c1ccc(F)cc1 | 105 | 94 | 109 | 110 | 112
15 | CN1C(=O)N(c2ccccc2)C2C1NN=c1s/c(=C\c3ccc(Br)cc3)c(=O)n12 (stereo unspecified) | 97 | . | 102 | 104 | .
16 | Nc1nc(-c2cccc(Cl)c2)cc(-c2cc3ccccc3oc2=O)n1 | 107 | . | 89 | 98 | 86
17 | C=C(CN1CC=CCC1)[C@@H]1CC[C@]2(COC(C)=O)CC[C@]3(C)[C@H](CC[C@@H]4[C@@]5(C)CC[C@H](O)C(C)(C)[C@@H]5CC[C@]43C)[C@@H]12 | 114 | 115 | 102 | 98 | 92
18 | C/C(=N/NC(=O)c1ccncc1)c1ccc(Cl)c(Cl)c1 | 109 | 116 | 98 | 102 | 100
19 | O=C(c1ccccc1)c1c(/C=C/c2ccc(Cl)cc2)nc2ccccc2c1/C=C/c1ccc(Cl)cc1 | 89 | 92 | 97 | 98 | 94
20 | Oc1ccc(CN(Cc2ccc(C(F)(F)F)cc2)Cc2ccc(O)c3ncccc23)c2cccnc12 | 32 | 18 | 17 | 6.9* | 18

# | NCI-H522 | NCI-H460 | IGROV1 | OVCAR-4
11 | 98 | . | 97 | 112
12 | 97 | 105 | 104 | 103
13 | 100 | 60 | 110 | 110
14 | 100 | 108 | 111 | 100
15 | 92 | 100 | 104 | 86
16 | . | . | 73 | .
17 | 95 | 96 | 112 | 92
18 | 97 | 105 | 117 | 121
19 | 89 | 109 | 93 | 99
20 | 3.3* | 1.7* | 20 | .

# | SMILES | NCI-H322M | SK-OV-3 | NCI-H23 | NCI/ADR-RES | NCI-H226
21 | CC1=C(SCCC(=O)OC(C[Se]c2ccccc2)C(=O)NC(C)(C)C)C(=O)c2ccccc2C1=O (stereo unspecified) | 89 | 101 | 81 | 74 | 100
22 | CCOC(=O)C/C(=N\Nc1cc(=O)[nH]c2ccc(Br)cc12)C(=O)OCC | 93 | 105 | 91 | 93 | 87
23 | O=C1C=CC2=C3c4cc(O)c(O)cc4CC3(O)COC2=C1O (stereo unspecified) | 107 | 113 | 117 | 101 | 95
24 | CSc1nnc2c3ccccc3n(Cc3ccccc3)c2n1 | 92 | 116 | . | 98 | 86
25 | Cc1cc(C)c([O-])c(CN(C)CCN(C)Cc2cc(C)cc(C)c2[O-])c1.O=C([O-])c1cccc(C(=O)[O-])n1.[Ti+4] | 8.4* | 34 | 10 | 7.9* | 31
26 | COc1cc(/C=N/NC(=O)CCN2c3ccccc3Sc3ccccc32)cc(OC)c1OC | 83 | 105 | 72 | 88 | 79
27 | Fc1cc(-c2n[nH]c(=S)n2/N=C/c2ccc(Cl)cc2)c(Cl)cc1Cl | 96 | 94 | 87 | 88 | 96
28 | COc1cc2c(cc1OC)=c1c(c(O)c3cccn13)N=2 | 91 | 102 | 94 | 91 | 98
29 | O=C(/C=C/c1ccccc1)N[C@@H](CO)Cc1c[nH]c2ccccc12 | 95 | 102 | 106 | 115 | 94
30 | Nc1onc(CCCO)c1-c1nc2ccccc2c(=O)[nH]1 | 101 | 102 | 108 | 116 | 102

# | NCI-H522 | NCI-H460 | IGROV1 | OVCAR-4
21 | 105 | 102 | 84 | 50
22 | 95 | 101 | 83 | 97
23 | 84 | 90 | . | 110
24 | 68 | 100 | 96 | 98
25 | -47* | -69* | 6.2* | 22
26 | 70 | 96 | 91 | 68
27 | 84 | 107 | 84 | 97
28 | 113 | 107 | 113 | .
29 | . | 104 | 103 | 105
30 | 83 | 109 | 55 | 103

# | SMILES | NCI-H322M | SK-OV-3 | NCI-H23 | NCI/ADR-RES | NCI-H226
31 | CC(C)c1ccc(C(NC23CC4CC(CC(C4)C2)C3)c2nnnn2C(C)(C)C)cc1 (stereo unspecified) | 102 | 123 | 94 | 100 | 101
32 | Cc1cccc2c1NC(=O)[C@@]21[C@H](C(=O)c2ccccc2)[C@]2(C(=O)Nc3ccccc32)[C@H]2CCCN21 | 49[100 µM] | 11[100 µM] | 38[100 µM] | 109[100 µM] | 13[100 µM]
33 | N=c1c2c(-c3ccccc3)c(-c3ccccc3)n(Cc3ccccc3)c2ncn1CCCO | 34 | 71 | 46 | 43 | 46
34 | Cc1cc(CSc2ccccc2C(=O)NCCNc2ccc([N+](=O)[O-])cc2)on1 | . | 96 | 88 | 89 | 86
35 | O=C(Nc1ccccc1)Nc1ccccn1 | 114 | 111 | 101 | 112 | 107
36 | CN(C)c1ccc(/C=C2\SC(=O)N(Cc3ccc(-c4ccccc4C#N)cc3)C2=O)cc1 | 103 | 88 | 98 | 100 | 80
37 | Cc1c(C(=O)OC(=NC2CCCCC2)NC2CCCCC2)sc2c1c(=O)nc1c(C#N)n[nH]n12 | 115 | 106 | 97 | 106 | 131
38 | O=C(O)c1cccnc1Cl | 94 | 110 | 87 | 96 | 100
39 | COc1cc(C(=O)Nc2nc(-c3ccc(Cl)cc3)cs2)cc(OC)c1OC | 113 | 113 | 112 | 117 | 93
40 | Nc1ccc(OC(=O)Nc2ccc(O)cc2)cc1 | 107 | . | 109 | 106 | 105

# | NCI-H522 | NCI-H460 | IGROV1 | OVCAR-4
31 | 89 | 103 | 110 | 105
32 | 17[100 µM] | 12[100 µM] | 43[100 µM] | -20*[100 µM]
33 | 28 | 8.2* | 8.3* | 36
34 | 81 | 102 | 85 | 83
35 | . | 107 | . | 100
36 | 87 | 103 | 94 | 114
37 | 89 | 112 | 85 | 105
38 | 86 | 103 | 104 | 104
39 | 103 | 106 | 113 | 96
40 | 78 | 90 | 106 | 104

# | SMILES | NCI-H322M | SK-OV-3 | NCI-H23 | NCI/ADR-RES | NCI-H226
41 | O=S(=O)(c1cccc2ccccc12)N1CCN(c2nccc(-c3c(-c4cccc(F)c4)nc4sccn34)n2)CC1 | 83 | 118 | 84 | 72 | 70
42 | O=C(c1ccc(Br)cc1)[C@@H]1[C@@H]2CCCN2[C@@]2(C(=O)Nc3ccccc32)[C@H]1c1ccc(O)cc1 | 93 | 110 | 95 | 97 | 99
43 | CCCCOCCOCCOC(=O)c1ccccc1OCC | 113 | 110 | 108 | 111 | 99
44 | COc1cc(C2OC(CCC(=O)c3nc4ccc([N+](=O)[O-])cc4[nH]3)=NN2C(C)=O)cc(OC)c1OC (stereo unspecified) | 92 | 82 | 91 | 100 | 93
45 | Nc1cc(-c2ccc(Cl)cc2)nn1-c1nc(-c2ccc(Br)cc2)cs1 | 93 | 92 | 100 | 105 | 96
46 | Cc1ccc(/C=C2/C(=O)Nc3cc(Cl)c(-c4csc(N)n4)cc32)cc1 | 81 | 78 | 75 | 83 | 81
47 | COC(=O)Cc1nc2ccccc2o1 | 72 | 106 | 72 | 78 | 83
48 | C[C@@]1(C(=O)O)CC2C=CC1C2 (stereo partly specified) | 120 | 112 | 106 | 107 | 117
49 | Cc1cc(=O)oc2cc(OC(=O)C3(C)CC3)ccc12 | 104 | 124 | 102 | 111 | 107
50 | COC12NC(=O)N(C)C1(OC)C(=O)N(C)C(=O)N2C (stereo unspecified) | . | 114 | 99 | 107 | .

# | NCI-H522 | NCI-H460 | IGROV1 | OVCAR-4
41 | 76 | 91 | 53 | 72
42 | 91 | 97 | 81 | 85
43 | 92 | 107 | 111 | 117
44 | 115 | 99 | 95 | 104
45 | 84 | 105 | 100 | 103
46 | 34 | 81 | 60 | 69
47 | 85 | 95 | 98 | 103
48 | 126 | 123 | 116 | 118
49 | 66 | 106 | 112 | 100
50 | 103 | 116 | 112 | 106

# | SMILES | NCI-H322M | SK-OV-3 | NCI-H23 | NCI/ADR-RES | NCI-H226
51 | Cn1cc(-c2nc(N)nnc2-c2ccccn2)c2cc(Cl)ccc21 | 90 | 94 | 95 | 91 | 80
52 | COc1cc(C2C3=C(COC3=O)N(CCO)c3cc4c(cc32)OCO4)cc(OC)c1OC (stereo unspecified) | 50 | -24* | 12 | 27 | 6.4*
53 | OCC1OC(c2ccc(OCc3ccccc3)cc2OCc2ccccc2)C(O)C1O (stereo unspecified) | 108 | 111 | 101 | . | 94
54 | O=C(C(c1ccccc1)c1ccccc1)N1CCN(S(=O)(=O)c2ccc(F)cc2)CC1 | 103 | 108 | 101 | 101 | 96
55 | O=C(NCCCl)Oc1ccc2ccccc2c1 | 103 | 132 | 97 | 99 | 107
56 | Cc1cc(N=O)c(C)cc1O | . | 107 | 89 | 104 | 95
57 | C/C(=N\O)c1ccc(NC(=O)CN2CCN(c3cc4c(cc3F)c(=O)c(C(=O)O)cn4C3CC3)CC2)cc1 | 96 | 101 | 97 | 114 | 96

# | NCI-H522 | NCI-H460 | IGROV1 | OVCAR-4
51 | 87 | 106 | 102 | 96
52 | -13* | -54* | 19 | 29
53 | 93 | 104 | 112 | 98
54 | 85 | 103 | 110 | 95
55 | 106 | 113 | . | 107
56 | 96 | . | 123 | 107
57 | 90 | 101 | 110 | 110

Molecules shown so far with a Cl atom, in the order listed:
# | SMILES | NCI-H322M | SK-OV-3 | NCI-H23 | NCI/ADR-RES | NCI-H226
5 | O=C(O)[C@@H]1CCCC[C@@H]1Cl | 93 | 103 | 105 | 106 | 105
16 | Nc1nc(-c2cccc(Cl)c2)cc(-c2cc3ccccc3oc2=O)n1 | 107 | . | 89 | 98 | 86
18 | C/C(=N/NC(=O)c1ccncc1)c1ccc(Cl)c(Cl)c1 | 109 | 116 | 98 | 102 | 100
19 | O=C(c1ccccc1)c1c(/C=C/c2ccc(Cl)cc2)nc2ccccc2c1/C=C/c1ccc(Cl)cc1 | 89 | 92 | 97 | 98 | 94
27 | Fc1cc(-c2n[nH]c(=S)n2/N=C/c2ccc(Cl)cc2)c(Cl)cc1Cl | 96 | 94 | 87 | 88 | 96
38 | O=C(O)c1cccnc1Cl | 94 | 110 | 87 | 96 | 100
39 | COc1cc(C(=O)Nc2nc(-c3ccc(Cl)cc3)cs2)cc(OC)c1OC | 113 | 113 | 112 | 117 | 93
45 | Nc1cc(-c2ccc(Cl)cc2)nn1-c1nc(-c2ccc(Br)cc2)cs1 | 93 | 92 | 100 | 105 | 96
46 | Cc1ccc(/C=C2/C(=O)Nc3cc(Cl)c(-c4csc(N)n4)cc32)cc1 | 81 | 78 | 75 | 83 | 81
51 | Cn1cc(-c2nc(N)nnc2-c2ccccn2)c2cc(Cl)ccc21 | 90 | 94 | 95 | 91 | 80
55 | O=C(NCCCl)Oc1ccc2ccccc2c1 | 103 | 132 | 97 | 99 | 107

# | NCI-H522 | NCI-H460 | IGROV1 | OVCAR-4
5 | . | 108 | 120 | 109
16 | . | . | 73 | .
18 | 97 | 105 | 117 | 121
19 | 89 | 109 | 93 | 99
27 | 84 | 107 | 84 | 97
38 | 86 | 103 | 104 | 104
39 | 103 | 106 | 113 | 96
45 | 84 | 105 | 100 | 103
46 | 34 | 81 | 60 | 69
51 | 87 | 106 | 102 | 96
55 | 106 | 113 | . | 107

This is a random part of the collection; 11% or so of the library scored in one or more.
